b-catenin transl – alters nuclear translocation of beta-catenin in HeLa cells | immunofluorescence imaging | nuclear translocation activity, % at 5 µM | hit rate 0.3% among 190,000 | AID 1665;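 active means nuclear translocation activity above 50% at 5 µM, with a well cell count of 50 or more; inconclusive means wells under 50 cells across six images, flagged as toxic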;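 further: per-cell ratio of nuclear to cytoplasmic median beta-catenin stain intensity; plate controls were DMSO negative control for no effect and GSK-3 inhibitor IX positive control for full effect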
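Test system: HeLa cells, endogenous beta-catenin; Compound: single 5 µM dose plus 0.02–20 µM confirmation series; Times: compound exposure 24 h at 37°C; Signal: fluorescence imaging of beta-catenin antibody stain plus DAPI; Read-out: % activation, nuclear-to-cytoplasmic median beta-catenin signal ratio per cell.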
Insulin prom up – MIN6 insulin promoter up-regulation. hit rate 0.3% among 190,000. AID 1625. MIN6 insulin promoter-GFP reporter, high-content imaging; stronger effect = higher value. z-score at 5 µM;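 active means z-score above 3 at 5 µM with at least 500 cells counted in the well; inconclusive means wells under 500 cells, flagged as cytotoxic or low count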
WT yeast gro inh – growth inhibition of WT yeast, mitochondrial fusion screen. hit rate 2.1% among 190,000. inhibition, % at 10 µM. mitochondrial fusion phenotypic screen, WT strain; in the data active means inhibition above about 58%; tested in S. cerevisiae
MT stabilizer – microtubule stabilizers in HeLa cells; HeLa tubulin immunostaining HCS, 24 h; share of cells brighter than vehicle mean+2SD; % tubulin-high responders, % at 10 µM; hit rate 0.83% among 200,000; AID 2205;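 active means plate Z-score above 3 for both tubulin-high and condensed-nucleus cell shares, with cell loss under 80%, at 10 µM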;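 further: anti alpha tubulin signal scored within the nucleus-defined area of each cell; some results filed as inactive read as strong as hits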
T cell modulator – T cell immune modulators affecting CD8 T cell-vesicle binding; 2C CD8+ T cell-vesicle binding, flow cytometry; stronger effect = lower value; calls only at 7 µM; hit rate 0.068% among 330,000; AID 2052;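 active means response, share of CD8 T cells binding vesicles, and their 90th percentile fluorescence all below set limits, cut at about 80% in these data, passing the limit was not always enough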
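incubation = binding step 1.5 h, 37 °C, antibody labelling 20 min, ice | test system = 2C mouse CD8+ T cells | read-out basis = percent CD8+ FL2 mean versus row control | controls = Peptide-free naked vesicles (low) and QL9 vesicles with 0.7% DMSO vehicle (high) | detection = flow cytometry of vesicle-bound cells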
West Nile virus CPE – inhibition of WNV-induced cytopathic effect – cell-based, CPE readout (AID 1621); one-dose CPE inhibition, % at 10 µM; IC50 in µM for titrated hits; hit rate 0.02% among 290,000; West Nile virus-infected cells, CPE inhibition; higher % means a stronger effect; in the data active means a potency from the dose series; inconclusive means CPE inhibition mostly from about 3.7% at the one dose, without a potency; inactive means the rest, 99 in 100 with CPE inhibition below about 2.2%; further: strong numbers were not always called active
Myeloid diff 2 – compounds promoting myeloid differentiation; ER-HoxA9 myeloid progenitors, lysozyme-GFP differentiation, flow cytometry; calls only at 10 µM; hit rate 1% among 360,000; AID 624256;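 active means normalized GFP-positive differentiation at or above the plate's own cutoff, the solvent-only control mean plus 3 SD; inconclusive means no clear call, values can overlap the other calls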;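 further: cells exposed to compound for four days before flow analysis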
Hep lipid drop – hepatic lipid droplet formation modulation; AML12 mouse hepatocytes, oleate lipid droplets, BODIPY imaging; inhibition, % at 6.5 µM; hit rate 0.4% among 240,000; AID 1656;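 active means lipid droplet intensity inhibited by at least 50%, with more than 500 cells counted; inconclusive means wells with under 300 cells, treated as cytotoxic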
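Material: mouse AML12 hepatocyte cell line, fixed after treatment; Timing: compound with oleate, overnight; Technique: high-content imaging of BODIPY-stained droplets and DAPI nuclei; Probe or stimulus: oleate, 100 µM final; Dosing: compound at 6.5 µM only.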
Autophagy HCS – alters autophagy in cells; hit rate 0.98% among 190,000; MEF GFP-LC3 puncta imaging; test concentration mostly 10 µM; calls only at 10 µM (by protocol); AID 463193;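 active means percentage of spot-positive cells more than 3 SD above its plate mean, without a fluorescence outlier flag or 80% toxicity; inconclusive means no clear call, values can overlap the other calls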;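 further: spot-positive cell cutoff set from DMSO-treated cells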
WT yeast gro inh mutant strain – second read-out of WT yeast gro inh, no call of its own (marks repeat the call); inhibition, %; mitochondrial fusion phenotypic screen, mutant strain inhibition
Insulin prom up cell count – also measured in Insulin prom up; calls as there; cell count; measured here: cytotoxicity, nuclei count;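 total cells summed across four imaged fields per well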
Hep lipid drop cells 6.5 µM – second read-out of Hep lipid drop, no call of its own (marks repeat the call); cell count; measured here: cell count, cytotoxicity flag;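 cells counted across two imaged fields per well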
b-catenin transl cell count 5 µM – further read-out of b-catenin transl, marked with its call; cell count; measured here: cell count, cytotoxicity flag
T cell modulator vesicle-bound % – recorded beside T cell modulator, whose call it bears; double positive events, %; measured here: CD8+ vesicle-bound cell fraction;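 binding gate set so that unloaded-vesicle control wells show 10% double positive cells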
MT stabilizer Hoechst-high % – further read-out of MT stabilizer, marked with its call; % Hoechst-high responders; measured here: nuclear condensation Hoechst responders;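 share of cells brighter than vehicle mean plus two SD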
MT stabilizer cytotoxicity % – also measured in MT stabilizer; calls as there; toxicity, %; measured here: cytotoxicity by cell density;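 0% = mean cell density of plate MIN control wells and 100% = no cells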
Autophagy HCS cell loss 18 h – recorded beside Autophagy HCS, whose call it bears; toxicity, %; measured here: cell loss, nuclei count;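 cell loss after 18 h compound exposure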
Myeloid diff 2 GFP+ MAC1+ % – second read-out of Myeloid diff 2, no call of its own (marks repeat the call); GFP+ MAC1+ double positive, %; measured here: differentiation confirmed by MAC1 staining
An asterisk follows results filed as active; i = inactive; ? = inconclusive; · = not tested or not shown; + = active, no number; & = joins results of further samples. An unsorted share of the library; about 3.9% have a hit in one of these screens.

structure	b-catenin transl	b-catenin transl cell count 5 µM	Insulin prom up	Insulin prom up cell count	WT yeast gro inh	WT yeast gro inh mutant strain	MT stabilizer	MT stabilizer Hoechst-high %	MT stabilizer cytotoxicity %	T cell modulator	T cell modulator vesicle-bound %	West Nile virus CPE	Myeloid diff 2	Myeloid diff 2 GFP+ MAC1+ %	Hep lipid drop	Hep lipid drop cells 6.5 µM	Autophagy HCS	Autophagy HCS cell loss 18 h
CC(=O)c1cnc(Nc2cccc(C)c2)s1	-0.2	1103	-0.35	1190	-12	-11	2.0	2.8	7.9	i	6	0.9%	i	0.8	10	760	i	-8
Cc1n[nH]c(C)c1S(=O)(=O)N1CCCC(C(=O)Nc2nccs2)C1 (stereo not drawn)	·	·	0.33	1029	15	15	4.4	1.5	5.1	i	24	0.0%	i	0.3	1	725	i	14
CCOC(=O)c1sc2nc(C)c([N+](=O)[O-])c(COC)c2c1N	-0.9	1060	0.12	1395	8	-5	3.6	1.8	15	i	39	·	i	5.6	-2	721	i	-12
CCCCC(=O)Nc1cccc(NC(=O)CC)c1	0.5	1174	1.4	1208	-4	-42	2.2	2.6	29	i	33	0.5%	i	1.0	0	772	i	6
CCOc1cc(/C=C/C(=O)Nc2ccc(C(=O)NCCN(CC)CC)cc2)ccc1OCC(C)C	33	663	-5	560	-5	1	68	11	44	i	54	-2.8%	i	0.7	4	669	i	0
COc1ccccc1-c1c(C)oc2c(CN3CCN(C)CC3)c(O)ccc2c1=O	-1.1	596	·	·	-21	-1	3.2	2.2	4.3	i	26	-0.1%	i	0.8	-2	741	i	-14
CCOc1c2ccc(C(=O)NC3CCCc4ccccc43)cc2nn1CC (stereo not drawn)	2.6	1042	0.56	1792	0	7	3.8	2.5	2.8	·	·	-0.1%	i	0.4	-1	581	i	10
Cc1c(OCC(=O)N2CCC(C(N)=O)CC2)ccc2c1oc(=O)c1ccccc12	·	·	·	·	·	·	·	·	·	i	28	-0.5%	i	3.5	6	766	·	·
C=CCn1c(O)c(CN2CCCCC2)c(C)c(C#N)c1=O	-1.4	1073	0.76	1216	1	1	2.7	1.8	6.7	i	57	0.8%	i	0.6	27	661	i	1
N/C(=N\c1nc2c(c(=O)[nH]1)CCCC2)Nc1ccc(Oc2ccccc2)cc1	-1.2	1194	-0.99	748	2	-5	4.0	2.1	8.3	i	46	1.1%	i	1.6	61*	731*	i	8
CCCCCCc1c(O)nc(SCCN(C)C)[nH]c1=O	0.2	1340	-0.12	1036	·	·	·	·	·	i	37	0.2%	i	0.5	-10	686	·	·
CCCCCn1c(=O)[nH]c2cc(C(=O)Nc3ccc(OC)cc3)ccc2c1=O	·	·	·	·	·	·	·	·	·	i	9	1.8%	i	0.9	-6	770	·	·
CCN(CC)C(=O)Cn1cc(C(=O)C(=O)N2CCc3ccccc32)c2ccccc21	1.3	1085	·	·	7	3	1.4	1.0	6.5	i	26	-1.0%	i	0.2	-23	755	i	21
C#CCOCCOCCOCCNc1nc(N2CCN(C(=O)[C@H]([C@@H](C)CC)n3cc([C@@H](N)CO)nn3)CC2)nc(N2CCN(C(=O)[C@H](Cc3cc4ccccc4[nH]3)n3cc([C@@H](N)Cc4ccc(O)cc4)nn3)CC2)n1	3.7	1365	1.1	853	·	·	·	·	·	i	17	·	·	·	8	713	·	·
CCOC(=O)c1nn(-c2ccc(Cl)cc2)c2nc(CC)c(C#N)c(=O)n12	1.8	614	·	·	17	-1	2.6	1.5	5.7	i	56	-1.7%	i	1.9	12	742	i	4
Cc1nn(C(C)(C)C)c(C)c1/C=N/OC(=O)Nc1ccc(Cl)cc1	0.2	1317	·	·	·	·	·	·	·	i	20	0.3%	i	0.7	2	734	·	·
O=C(NC(=S)Nc1ccc(N2CCOCC2)cc1)c1ccco1	0.1	1073	0.17	1203	0	-8	2.6	2.3	1.1	i	40	-0.2%	i	0.8	-2	614	i	-9
COC(=O)Nc1ccc(S(=O)(=O)N(CCO)CCO)cc1	-7.7	1130	·	·	-2	6	1.0	1.3	6.9	i	9	·	i	2.3	12	786	i	0
Cn1c(SCC(=O)N2CCOCC2)nnc1-c1cnccn1	-1.0	957	-0.38	1386	-7	-8	4.5	1.8	6.8	i	43	0.1%	i	5.9	2	630	i	-3
CCCCn1nnnc1NCc1ccc(N(CC)CC)cc1	-1.6	1157	-0.89	950	7	12	3.0	0.7	7.1	i	10	-1.0%	i	0.8	-1	726	i	21
CCn1c(C2CCN(S(=O)(=O)c3ccc(OC)cc3)CC2)n[nH]c1=S	-3.1	1027	-0.07	1076	-3	3	2.5	2.4	7.8	i	50	-0.1%	i	0.6	23	679	i	3
Cn1c(=O)c2c(nc(CN3CCN(C(=O)c4ccco4)CC3)n2Cc2ccc(Cl)cc2)n(C)c1=O	-2.0	928	-0.29	1363	9	26	1.6	4.0	8.2	i	19	1.5%	i	0.2	·	·	i	-10
CN(C)c1cccc(C(=O)N(Cc2ccccc2)Cc2ccccc2)c1	·	·	·	·	·	·	·	·	·	i	33	-2.0%	i	0.7	-32	792	·	·
CN1C(=O)c2ccccc2OC1(C)Cc1ccccc1 (stereo not drawn)	-0.6	1082	0.08	1402	15	0	2.9	2.7	11	i	36	-0.1%	i	0.8	5	686	i	0
Cc1ccccc1NC(=O)/C(C#N)=C/c1ccsc1	-1.1	1096	-0.07	1614	7	14	5.9	2.2	2.7	i	37	0.3%	i	1.4	-33	583	i	35

structure	b-catenin transl	b-catenin transl cell count 5 µM	Insulin prom up	Insulin prom up cell count	WT yeast gro inh	WT yeast gro inh mutant strain	MT stabilizer	MT stabilizer Hoechst-high %	MT stabilizer cytotoxicity %	T cell modulator	T cell modulator vesicle-bound %	West Nile virus CPE	Myeloid diff 2	Myeloid diff 2 GFP+ MAC1+ %	Hep lipid drop	Hep lipid drop cells 6.5 µM	Autophagy HCS	Autophagy HCS cell loss 18 h
C/C(=N\NC(=O)C1CC1)c1cccs1	·	·	0.65	1301	-2	10	5.4	1.5	0.7	i	21	-0.4%	i	2.2	-5	707	i	4
O=C(CN1CCc2cc3c(cc2C1)OCCCO3)Nc1ccccc1	·	·	·	·	·	·	·	·	·	i	19	-1.0%	i	3.3	77*	784*	·	·
Cc1cc(NC(=O)CS(=O)(=O)c2cn(C)c3ccccc23)no1	-3.6	1111	1.1	2060	-15	-12	3.1	2.6	4.7	i	36	0.0%	i	1.4	-20	568	·	·
COc1ccc(NC(=O)CCN2C(=O)[C@@H]3[C@H](C2=O)[C@H]2C=C[C@@H]3C2)cc1	-0.9	1328	-0.1	943	·	·	·	·	·	i	18	1.0%	i	0.3	-2	733	·	·
Cc1ccc(S(=O)(=O)N2CCCCC2)c(C)c1NS(C)(=O)=O	-1.6	1141	0.35	1641	-12	-5	1.7	1.0	4.2	i	26	0.8%	i	0.5	-8	638	i	-30
O=C1CCCN1CC(=O)N1CCCC(N2CCN(c3cccc(Cl)c3)CC2)C1 (stereo not drawn)	·	·	·	·	·	·	·	·	·	i	63	-0.9%	i	1.1	-2	823	·	·
N#C/C(=C\c1ccc(-c2cccc([N+](=O)[O-])c2)o1)C(=O)Nc1nc(-c2cccs2)cs1	-0.1	1312	-0.27	1100	·	·	·	·	·	i	28	0.1%	i	0.7	-5	656	·	·
O=C(O)c1ccccc1SCc1cn2cc(Cl)ccc2n1	-0.7	1548	-0.44	1367	1	5	2.3	1.9	4.5	i	55	-0.1%	i	0.2	1	702	i	5
COC(=O)c1sccc1NC(=O)Cc1ccc(Br)cc1	0.2	1103	0.21	1229	14	-2	1.0	2.4	15	i	45	-0.3%	i	0.9	-10	499	i	3
c1ccc(-n2c(Sc3cnccn3)nnc2-c2cccs2)cc1	·	·	-0.2	1329	6	19	7.9	2.6	2.3	i	20	0.6%	i	1.1	3	632	i	6
Cc1[nH]c2ccccc2c1C(=O)/C=C\c1ccccc1Cl	5.0	1007	1.3	1482	-41	-20	3.4	2.3	9.1	i	45	0.1%	+	2.3*	-6	465	i	-11
Cc1cccc(-n2nc3c(c2NC(=O)c2ccc(Br)o2)CSC3)c1C	-0.9	1076	0.65	1753	9	6	4.7	3.2	5.6	i	36	-0.2%	i	1.8	-20	578	i	-7
CN(CC(=O)Nc1ccc(Cl)cc1)C(=O)c1cccc(S(=O)(=O)NCc2ccccc2)c1	·	·	·	·	·	·	·	·	·	i	22	-1.1%	i	3.6	-13	715	·	·
O=Cc1ccc(OCCN2CCCC2=O)cc1	·	·	·	·	·	·	·	·	·	i	32	0.0%	i	1.6	16	822	·	·
O=C(CCCN1C(=O)c2ccccc2C1=O)Nc1ccc(S(=O)(=O)N2CCOCC2)cc1	0.1	1140	-0.24	1263	-12	-20	2.9	0.4	30	i	22	-0.1%	i	0.7	-8	763	i	-1
NC(=NCCCCCCN=C(N)/N=C(\N)Nc1ccc(Cl)cc1)/N=C(\N)Nc1ccc(Cl)cc1	·	·	·	·	·	·	·	·	·	i	36&59&27	1.5%	?	1.2	-6	826	·	·
Cc1ccc(S(=O)(=O)C2(C(=O)NCc3ccc4c(c3)OCO4)CC2)cc1	-1.0	1075	-0.66	2002	0	-9	3.4	2.0	2.1	i	49	-0.1%	i	2.2	-4	589	i	-2
